# Source: PubChem BioAssay
# Mtb BioA inh: blocks M. tuberculosis BioA enzyme activity. inhibition, % at 9.99 µM. hit rate 0.096% among 360,000. purified M. tuberculosis BioA enzyme, plate reader; in the data active means inhibition above about 40%
# * marks the source's active call; other numbers are inactive results; & = joins results of further samples. A portion of the library; the hit share may differ from the screen's.
canonical_smiles | Mtb BioA inh
O=C(C[C@H]1CC[C@@H](NC(=O)Nc2cc(F)ccc2F)[C@H](CO)O1)NCCCN1CCOCC1 | 0.5
O=C(N[C@@H]1CC[C@H](CCNC(=O)C2CCOCC2)O[C@@H]1CO)c1ccccn1 | -0.1
C[C@@H]1CN([C@@H](C)CO)C(=O)c2cc(NS(=O)(=O)c3ccc(F)cc3)ccc2O[C@@H](C)CCCCO[C@H]1CN(C)C(=O)Nc1ccccc1 | -2.9
CN1CCCCN2[C@H](CO)[C@@H](c3ccc(Br)cc3)[C@@H]2C1 | -1.7
CCCC#Cc1cnc2c(c1)C(=O)N([C@H](C)CO)C[C@H](C)[C@@H](CN(C)C(=O)Cc1cccnc1)O2 | 6.5
O=C(CN1CCOCC1)NCC[C@H]1CC[C@@H](NC(=O)Cc2ccccn2)[C@@H](CO)O1 | 0.4
C[C@@H]1CN([C@@H](C)CO)C(=O)Cc2cc(NC(=O)Nc3ccc(C(F)(F)F)cc3)ccc2O[C@@H]1CN(C)Cc1ccc2c(c1)OCO2 | -2.6
C[C@H]1CN([C@@H](C)CO)C(=O)c2cc(NC(=O)Cc3cn(C)c4ccccc34)ccc2O[C@@H]1CN(C)Cc1ccncc1 | -1.0

# Among those listed so far, these contain nitrogen in an aromatic ring.
canonical_smiles | Mtb BioA inh
O=C(N[C@@H]1CC[C@H](CCNC(=O)C2CCOCC2)O[C@@H]1CO)c1ccccn1 | -0.1
CCCC#Cc1cnc2c(c1)C(=O)N([C@H](C)CO)C[C@H](C)[C@@H](CN(C)C(=O)Cc1cccnc1)O2 | 6.5
O=C(CN1CCOCC1)NCC[C@H]1CC[C@@H](NC(=O)Cc2ccccn2)[C@@H](CO)O1 | 0.4
C[C@H]1CN([C@@H](C)CO)C(=O)c2cc(NC(=O)Cc3cn(C)c4ccccc34)ccc2O[C@@H]1CN(C)Cc1ccncc1 | -1.0

# Additional entries:
canonical_smiles | Mtb BioA inh
C[C@H](CO)N1C[C@H](C)[C@H](CN(C)S(=O)(=O)c2ccc(F)cc2)Oc2ncc(C#Cc3cccc(F)c3)cc2C1=O | -1.6&-0.8
C[C@@H]1CN([C@@H](C)CO)C(=O)c2cc(C#Cc3ccccc3F)cnc2O[C@H]1CN(C)C(=O)Cc1ccncc1 | -1.0
COc1ccc(S(=O)(=O)Nc2ccc3c(c2)C(=O)N([C@@H](C)CO)C[C@@H](C)[C@@H](CN(C)C(=O)Nc2ccc4c(c2)OCO4)OCCCC[C@H](C)O3)cc1 | -1.1
COc1ccc(NC(=O)Nc2ccc3c(c2)C(=O)N([C@H](C)CO)C[C@H](C)[C@@H](CN(C)C(=O)CCC(F)(F)F)OCCCC[C@@H](C)O3)cc1 | 3.6
C[C@H](CO)N1C[C@H](C)[C@H](CN(C)C(=O)C2CCCCC2)Oc2ncc(Br)cc2C1=O | -1.1
C[C@@H]1CCCCO[C@H](CN(C)Cc2ccc3c(c2)OCO3)[C@@H](C)CN([C@@H](C)CO)C(=O)c2cc(NS(=O)(=O)c3ccc(F)cc3)ccc2O1 | 4.5
C[C@@H]1CN([C@@H](C)CO)C(=O)c2cc(NC(=O)C3CCCCC3)ccc2O[C@@H](C)CCCCO[C@@H]1CN(C)Cc1ccc2c(c1)OCO2 | -0.2
COc1ccc(NC(=O)N(C)C[C@@H]2Oc3ccc(NS(=O)(=O)c4ccc(Cl)cc4)cc3C(=O)N([C@H](C)CO)C[C@H]2C)cc1 | 4.1
COCC(=O)Nc1ccc2c(c1)C(=O)N(C)C[C@@H](OC)[C@H](C)CN(C(=O)c1ccccn1)[C@@H](C)CO2 | 1.8
N#C[C@H]1[C@@H](c2ccc(-c3cccnc3)cc2)[C@@H](CO)N1C(=O)C1CC1 | 12.2
CCCNC(=O)N1CC[C@@H]2[C@H]1c1cc(-c3ccc(F)cc3)ccc1N(C)[C@H]2CO | 0.1
C[C@@H]1CN([C@@H](C)CO)C(=O)c2cc(NS(=O)(=O)c3ccc(F)cc3)ccc2O[C@@H](C)CCCCO[C@H]1CN(C)C(=O)Nc1ccc(F)cc1 | -0.9
CC(C)C#Cc1cnc2c(c1)C(=O)N([C@@H](C)CO)C[C@H](C)[C@H](CN(C)Cc1cccc(F)c1)O2 | -0.7
COc1ccc(S(=O)(=O)N(C)C[C@@H]2Oc3ccc(NC(=O)Cn4cnnn4)cc3C(=O)N([C@H](C)CO)C[C@@H]2C)cc1 | 0.7
CCCNC(=O)C[C@@H]1CC[C@H]2[C@@H](COc3ccc(NC(=O)NCC)cc3C(=O)N2C)O1 | 20.9
COc1ccc(-c2cnc3c(c2)C(=O)N([C@@H](C)CO)C[C@@H](C)[C@@H](CN(C)C)O3)cc1 | -1.9
COc1ccc(CN(C)C[C@H]2Oc3ccc(NC(=O)CCN4CCOCC4)cc3C(=O)N([C@@H](C)CO)C[C@H]2C)cc1 | -1.9
C[C@@H]1CN([C@@H](C)CO)C(=O)Cc2cc(NC(=O)NC3CCCCC3)ccc2O[C@H]1CN(C)C(=O)Nc1ccc2c(c1)OCO2 | 0.8
C[C@H]1CN([C@@H](C)CO)C(=O)c2cc(C#CC3CC3)cnc2O[C@H]1CN(C)C(=O)c1ccccc1 | -1.3
O=C(C[C@H]1CC[C@@H]2[C@H](COC[C@H](O)CN2C(=O)Nc2ccc(Cl)cc2)O1)NCCc1ccncc1 | 0.3
C[C@@H]1CN([C@@H](C)CO)S(=O)(=O)c2ccc(-c3cccc(F)c3)cc2O[C@H]1CN(C)S(=O)(=O)c1ccc(F)cc1 | 1.2
O=C(C[C@H]1C[C@H]2c3cc(NC(=O)C4CCC4)ccc3O[C@H]2[C@@H](CO)O1)NCc1ccccc1F | -3.8
CO[C@@H]1CN(C)C(=O)c2ccc(NC(C)=O)cc2OC[C@H](C)N(C(=O)C2CCOCC2)C[C@H]1C | 0.0
CS(=O)(=O)N1[C@@H]2c3ccc(-c4ccccc4)c(=O)n3C[C@H]1[C@H](CO)[C@H]2C(=O)NCC1CC1 | -1.6
C[C@@H]1CN([C@H](C)CO)C(=O)c2cc(-c3ccccc3)cnc2O[C@@H]1CN(C)C(=O)Nc1ccccc1F | 1.2
O=C([C@H]1[C@H](CO)[C@H]2Cn3c(ccc(-c4cccnc4)c3=O)[C@@H]1N2Cc1cccnc1)N1CCOCC1 | -1.3
COc1cccc(NC(=O)N(C)C[C@H]2Oc3cc(-c4ccccc4OC)ccc3S(=O)(=O)N([C@H](C)CO)C[C@@H]2C)c1 | 3.1
O=S(=O)(N[C@H]1CC[C@@H](CCn2cc(Cc3ccccc3)nn2)O[C@@H]1CO)c1ccccc1F | -1.5
COCC(=O)Nc1ccc2c(c1)C(=O)N(C)C[C@H](OC)[C@H](C)CN(C(=O)c1ccccc1)[C@@H](C)CO2 | 0.1
CC(=O)N(C)C[C@H]1Oc2ncc(C#Cc3ccccc3)cc2C(=O)N([C@@H](C)CO)C[C@@H]1C | -0.6
CO[C@H]1CN(C)C(=O)c2cc(NS(C)(=O)=O)ccc2OC[C@H](C)N(S(C)(=O)=O)C[C@H]1C | -2.0
C[C@H]1CN([C@@H](C)CO)C(=O)c2cc(NC(=O)C3CCCCC3)ccc2O[C@@H]1CN(C)C | -2.1
O=C(C[C@H]1C[C@@H]2c3cc(NS(=O)(=O)c4ccc(F)cc4)ccc3O[C@@H]2[C@H](CO)O1)N1CCc2ccccc2C1 | -1.7
COCCNC(=O)C[C@@H]1CC[C@@H]2[C@@H](COc3ccc(NC(=O)C4CCCC4)cc3C(=O)N2C)O1 | -3.8
CC(=O)N(C)C[C@H]1Oc2cc(C#CC(C)(C)O)ccc2S(=O)(=O)N([C@@H](C)CO)C[C@H]1C | -3.8
Cc1noc(C)c1NC(=O)N(C)C[C@H]1Oc2ccc(NC(=O)Nc3ccc(F)cc3)cc2C(=O)N([C@H](C)CO)C[C@@H]1C | -1.0
O=C(CN1CCOCC1)N1CCCCN2[C@H](C1)[C@@H](c1ccc(C#Cc3ccccc3)cc1)[C@@H]2CO | 2.6
Cc1noc(C)c1S(=O)(=O)N(C)C[C@H]1Oc2ccc(NC(=O)CCCN(C)C)cc2C(=O)N([C@@H](C)CO)C[C@H]1C | -2.4
CCNC(=O)[C@@H]1[C@@H](CO)[C@@H]2Cn3c(ccc(-c4ccccc4)c3=O)[C@H]1N2Cc1ccccc1 | 0.3
C[C@@H]1CN([C@H](C)CO)C(=O)c2cccc(NC(=O)Nc3ccc(F)cc3)c2O[C@@H]1CN(C)Cc1ccc2c(c1)OCO2 | -1.9

# Looked up by structure from the entries so far (four):
canonical_smiles | Mtb BioA inh
CCNC(=O)[C@@H]1[C@@H](CO)[C@@H]2Cn3c(ccc(-c4ccccc4)c3=O)[C@H]1N2Cc1ccccc1 | 0.3
COc1ccc(NC(=O)Nc2ccc3c(c2)C(=O)N([C@H](C)CO)C[C@H](C)[C@@H](CN(C)C(=O)CCC(F)(F)F)OCCCC[C@@H](C)O3)cc1 | 3.6
C[C@H]1CN([C@@H](C)CO)C(=O)c2cc(C#CC3CC3)cnc2O[C@H]1CN(C)C(=O)c1ccccc1 | -1.3
COCC(=O)Nc1ccc2c(c1)C(=O)N(C)C[C@@H](OC)[C@H](C)CN(C(=O)c1ccccn1)[C@@H](C)CO2 | 1.8

# The listing continues:
canonical_smiles | Mtb BioA inh
C[C@@H]1CN([C@@H](C)CO)C(=O)Cc2cc(NC(=O)Nc3ccc(F)cc3)ccc2O[C@@H]1CN(C)C(=O)NC1CCCCC1 | 4.6
COc1ccccc1-c1cn(CC[C@@H]2CC[C@H](NC(=O)Cc3ccccn3)[C@@H](CO)O2)nn1 | -0.7
O=C(C[C@H]1CC[C@H](NC(=O)C2CCC2)[C@H](CO)O1)NCc1ccncc1 | 0.7
CCCNC(=O)C[C@@H]1CC[C@H]2[C@@H](COc3ccc(NC(=O)c4ccc5c(c4)OCO5)cc3C(=O)N2C)O1 | 0.8
C[C@@H]1CN([C@@H](C)CO)C(=O)c2cc(NS(=O)(=O)c3ccc(Cl)cc3)ccc2O[C@H]1CN(C)S(=O)(=O)c1ccc(F)cc1 | 0.6
COc1ccccc1C#Cc1ccc2c(c1)O[C@@H](CN(C)Cc1cncnc1)[C@@H](C)CN([C@H](C)CO)S2(=O)=O | 5.2
CO[C@@H]1CN(C)C(=O)c2ccc(NC(=O)c3nc4ccccc4s3)cc2OC[C@H](C)N(Cc2cncnc2)C[C@@H]1C | -1.0
CN1c2ccc(C#Cc3cccnc3)cc2[C@@H]2[C@@H](CCN2C(=O)C2CC2)[C@H]1CO | 4.8
C[C@@H](NC(=O)C[C@H]1C=C[C@H](NS(=O)(=O)c2cccc(F)c2)[C@@H](CO)O1)c1ccccc1 | -1.3
C[C@H]1CN([C@@H](C)CO)S(=O)(=O)c2ccc(C#CCN(C)C)cc2O[C@H]1CN(C)Cc1ccccc1 | 7.3
COc1ccc(NC(=O)Nc2ccc3c(c2)C(=O)N([C@H](C)CO)C[C@@H](C)[C@@H](CN(C)Cc2ccc(-c4ccccc4)cc2)O3)cc1 | -1.0
C[C@@H]1CN([C@H](C)CO)C(=O)c2cc(C#C[C@@H](C)O)cnc2O[C@@H]1CN(C)C(=O)CC1CC1 | -3.3
O=C(C[C@H]1CC[C@H]2[C@@H](COC[C@H](O)CN2C(=O)c2ccccn2)O1)NC1CCC1 | -1.6
CC(C)CC#Cc1cnc2c(c1)C(=O)N([C@H](C)CO)C[C@H](C)[C@H](CN(C)C(=O)NC1CCCC1)O2 | 2.4
CO[C@@H]1CN(C)C(=O)c2ccc(NC(=O)c3nc4ccccc4s3)cc2OC[C@@H](C)N(Cc2cccnc2)C[C@H]1C | 0.3
COc1cccc(S(=O)(=O)N(C)C[C@H]2Oc3ncc(-c4cccc(C(=O)N(C)C)c4)cc3C(=O)N([C@@H](C)CO)C[C@H]2C)c1 | -0.9
CC(C)C#Cc1cnc2c(c1)C(=O)N([C@H](C)CO)C[C@@H](C)[C@H](CN(C)C(=O)c1cccnc1)O2 | -1.1
CCCN1[C@@H]2Cn3c(ccc(C4=CCCCC4)c3=O)[C@H]1[C@@H](C(=O)NCC(F)(F)F)[C@@H]2CO | -1.9
Cc1ccc(S(=O)(=O)N(C)C[C@@H]2OCCCC[C@H](C)Oc3ccc(NC(=O)Nc4ccc(C(F)(F)F)cc4)cc3C(=O)N([C@H](C)CO)C[C@H]2C)cc1 | 0.1
C[C@@H]1CN([C@@H](C)CO)C(=O)c2cccc(NC(=O)Nc3ccc(C(F)(F)F)cc3)c2O[C@@H]1CN(C)C(=O)Nc1ccccc1 | -0.8
C[C@@H]1CN([C@H](C)CO)C(=O)c2cccc(NC(=O)NC3CCCCC3)c2O[C@H]1CN(C)Cc1ccc(Cl)c(Cl)c1 | -1.7
O=C(C[C@@H]1CC[C@@H](NC(=O)CN2CCOCC2)[C@@H](CO)O1)NC1CCC1 | -4.0
CC(C)NC(=O)Nc1ccc2c(c1)C(=O)N([C@H](C)CO)C[C@H](C)[C@H](CN(C)C(=O)Nc1ccccc1)OCCCC[C@H](C)O2 | -1.6
CCN(C[C@@H]1[C@@H](c2ccccc2)[C@H](CO)N1CC1CC1)C(=O)c1ccccn1 | -0.6
C[C@@H]1CCCCO[C@H](CN(C)C(=O)NC2CCCCC2)[C@H](C)CN([C@@H](C)CO)C(=O)c2cc(NS(=O)(=O)c3ccc(Cl)cc3)ccc2O1 | -2.2
COc1ccc(NC(=O)N(C)C[C@H]2Oc3ccc(NC(=O)NC4CCCCC4)cc3C(=O)N([C@@H](C)CO)C[C@H]2C)cc1 | 3.5
O=C(c1cccc(F)c1)N1C[C@H]2[C@@H](c3ccccc31)[C@H](CO)N2C(=O)c1cccc(F)c1 | -2.2
O=C(Nc1cccc(Cl)c1)N[C@@H]1CC[C@H](CCn2cc(Cc3ccccc3)nn2)O[C@@H]1CO | 0.0
C[C@@H]1CN([C@H](C)CO)S(=O)(=O)c2ccc(-c3ccccc3F)cc2O[C@@H]1CN(C)Cc1ccncc1 | -0.3
N#C[C@@H]1[C@@H](c2ccc(/C=C/c3ccccc3)cc2)[C@@H](CO)N1C(=O)Cc1ccccn1 | -2.3
Cc1noc(C)c1S(=O)(=O)N(C)C[C@@H]1Oc2ccc(NC(=O)CCCN(C)C)cc2C(=O)N([C@H](C)CO)C[C@@H]1C | 4.6
C[C@@H]1CCCCO[C@H](CN(C)C(=O)C2CCCCC2)[C@H](C)CN([C@@H](C)CO)C(=O)c2cc(NC(=O)Nc3cccc4ccccc34)ccc2O1 | -1.8
